# Bioassay records as filed in PubChem BioAssay.
# OX1R antag-1: antagonists of human orexin 1 receptor (OX1R) | O43613 | OX1R-expressing cells, FRET antagonist read-out | inhibition, % at 6.6 µM | hit rate 1.8% among 330,000 | AID 485270; in the data active = inhibition mostly above about 38%, no sharp cut-off; inactive = mostly below about 40%;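 also: 0% = agonist challenge alone and 100% = reference antagonist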
# Target sequence (O43613 whole entry, looked up): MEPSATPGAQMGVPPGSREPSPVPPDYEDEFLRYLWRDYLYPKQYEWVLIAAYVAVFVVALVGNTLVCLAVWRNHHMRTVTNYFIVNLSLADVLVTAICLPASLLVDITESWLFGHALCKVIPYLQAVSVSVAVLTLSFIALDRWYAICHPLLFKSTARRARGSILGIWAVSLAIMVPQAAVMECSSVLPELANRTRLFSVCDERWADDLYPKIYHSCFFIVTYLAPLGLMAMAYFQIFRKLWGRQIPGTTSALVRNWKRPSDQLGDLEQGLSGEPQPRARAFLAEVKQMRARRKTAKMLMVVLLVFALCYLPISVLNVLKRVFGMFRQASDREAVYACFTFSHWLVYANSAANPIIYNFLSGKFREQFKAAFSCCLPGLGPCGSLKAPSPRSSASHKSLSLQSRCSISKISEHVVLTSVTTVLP
# OX1R antag-2: human HCRTR1 antagonism; CHO/OX1R cells, Fluo-8 calcium fluorescence, orexin A; AID 434989; inhibition, % at 5 µM; hit rate 0.43% among 330,000;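 active = inhibition above its plate's threshold, mean inhibition of all tested compounds on the plate plus 3 SD, cut at about 37% in these data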;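 also: 0% = orexin A challenge wells and 100% = SB-334867-A antagonist wells; not every result past the cut was called active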
# The depositor's hits bear a star.
SMILES,OX1R antag-1,OX1R antag-2
COCCNc1c(-c2ccc(O)cc2)nc2ccc(Cl)cn12,43,-23
CC(=O)N1CCc2cc(S(=O)(=O)CCC(=O)N3CCN(c4ccccn4)CC3)ccc21,0,-11
O=C(Nc1cccc(S(=O)(=O)N2CCCCC2)c1)c1cc(=O)[nH]c2ccccc12,1,-48
COC(=O)CCN(c1ccccc1)S(=O)(=O)c1cc(-c2cc(C)no2)ccc1OC,21,-15
CC(=O)NC(C)c1nc2ccccc2n1Cc1ccccc1F (stereo unspecified),12,-5
CN(Cc1ccc(Cl)s1)C(=O)CCl,1,-12
COC(=O)c1ccc(N2CCN(c3ccccc3)CC2)nc1,5,-8
Nc1c(C(=O)NCCc2ccccc2)nnn1Cc1ccc(Cl)cc1,8,-3
CC1=Nn2c(nnc2C2CCCCC2)SC1,-1,-9
CC(C)(C)C(=O)Nc1ccccc1C(=O)Nc1ccncc1,17,-11
COc1ccc(CCNC(=O)C2CCN(S(=O)(=O)c3ccc(-n4cnnn4)cc3)CC2)cc1OC,7,2
CCn1cc(C(=O)NCCCN2CC(C)CC(C)C2)c2cc(OC)c(OC)cc2c1=O (stereo unspecified),18,-31
Cc1cc(N2CCOCC2)nc2ccc(NC(=O)CCC(=O)N3CCC(C)CC3)cc12,7,-16
O=C(O)c1ccc(CS(=O)(=O)c2ccc(Br)cc2)cc1,15,-2
Cc1onc(-c2c(Cl)cccc2Cl)c1C(=O)N1CCN(c2ncccn2)CC1,17,-14
COc1cc2c(=O)n(Cc3ccco3)c(=O)n(CC(=O)c3ccc(Br)cc3)c2cc1OC,23,-12
Cc1ccc(NC(=O)c2cnn(-c3ccccc3)c2NC(=O)c2ccco2)cc1,16,-39
CC(C)OC(=O)CSc1nnc(-c2ccc(O)cc2)n1Cc1ccccc1,4,-2
Cc1cccc(NC(=S)N2CCC(NC(=O)c3ccco3)CC2)c1,19,-6
COc1cc(NC(=O)C2CC(=O)N(Cc3ccco3)C2)cc(OC)c1 (stereo unspecified),9,-1
Cc1ccc(C)c(N2C(=N)S/C(=C\c3ccc(-c4ccccc4C(=O)O)o3)C2=O)c1,41,-14
COc1cc(C=O)ccc1OCC(=O)NC(C)(C)C,-5,-5
CNc1nc(NC#N)nc(SC)n1,1,-8
CC(C)Oc1ccc(C(=O)NCC(=O)Nc2ccc3c(c2)CCC3)cc1,4,-31

# 6 compounds drawn at random from those above, as already listed:
SMILES,OX1R antag-1,OX1R antag-2
COc1cc(NC(=O)C2CC(=O)N(Cc3ccco3)C2)cc(OC)c1 (stereo unspecified),9,-1
COc1cc(C=O)ccc1OCC(=O)NC(C)(C)C,-5,-5
COc1cc2c(=O)n(Cc3ccco3)c(=O)n(CC(=O)c3ccc(Br)cc3)c2cc1OC,23,-12
Cc1ccc(NC(=O)c2cnn(-c3ccccc3)c2NC(=O)c2ccco2)cc1,16,-39
CC(C)Oc1ccc(C(=O)NCC(=O)Nc2ccc3c(c2)CCC3)cc1,4,-31
Cc1onc(-c2c(Cl)cccc2Cl)c1C(=O)N1CCN(c2ncccn2)CC1,17,-14

# (cont.)
SMILES,OX1R antag-1,OX1R antag-2
COc1cc2oc(=O)cc(-c3ccc(-c4ccc(N(C)C)cc4)cc3)c2c(OC)c1OC,12,-31
COc1ccc(NC(=O)C2COc3ccccc3O2)cc1S(=O)(=O)N1CCOCC1 (stereo unspecified),6,-18
Cc1ccc(S(=O)(=O)N2CCN(C(=S)NCc3ccc4c(c3)OCO4)CC2)cc1,-2,-8
COc1cc2nc(Nc3ccc(C)c(C)c3)nc(N)c2cc1OC,1,-28
Cc1cccc(NC(=O)C2CCCN2S(=O)(=O)c2ccc(F)cc2)c1C (stereo unspecified),50*,-9
O=C(N/N=C/c1ccccc1)c1ccc(CN2C(=O)c3cccc4cccc2c34)cc1,28,-25
COc1ccc(NC(=O)c2cc3ccccn3n2)cc1,18,-11
Cc1ccc(-n2nnnc2SCC(=O)Nc2ncc(Cc3ccccc3Cl)s2)cc1,11,-12
CCOCCSc1nc2c(c(=O)[nH]c(=O)n2C)n1CCCc1ccccc1,14,-22
COc1ccccc1NS(=O)(=O)c1cccc(C(=O)N2CCCCCCC2)c1,15,-29
Cc1cccc(NC(=O)/C(C#N)=C/c2ccc(Cl)cc2)n1,5,-19
COc1ccccc1N(CC(=O)Nc1ccccc1C(=O)NCC(C)C)S(C)(=O)=O,15,-23

# Full records, quoted from the list. Order of screens: OX1R antag-1	OX1R antag-2
# Shown for CCOCCSc1nc2c(c(=O)[nH]c(=O)n2C)n1CCCc1ccccc1 = 14	-22
# Shown for CCn1cc(C(=O)NCCCN2CC(C)CC(C)C2)c2cc(OC)c(OC)cc2c1=O (stereo unspecified) = 18	-31
# Shown for COc1ccc(NC(=O)C2COc3ccccc3O2)cc1S(=O)(=O)N1CCOCC1 (stereo unspecified) = 6	-18

# (listing goes on)
SMILES,OX1R antag-1,OX1R antag-2
CCOC(=O)N1CCN(C(=O)c2ccccc2NC(=O)COc2ccccc2C)CC1,11,-21
Cc1c(C(C)C)c(=O)n(-c2ccc(S(=O)(=O)NC3CC3)cc2)n1C,18,8
CCN1CCN(C(=O)CCc2nnc(CCc3c[nH]c4ccccc34)o2)[C@@H](C)C1=O,13,-3
c1ccc(CNc2nc(-c3cccnc3)cs2)cc1,13,-22
COCc1cc(CN(C)C(=O)c2oc3c(F)cccc3c2C)[nH]n1,3,-26
CC(C)(c1ccccc1)c1ccc(OCCN)cc1,5,-4
CCN(CC)CC#CCC(O)(c1ccccc1)C1CCCCC1 (stereo unspecified),-9,-15
C=CCNc1nc(N)c([N+](=O)[O-])c(NCCO)n1,17,-23
COC(=O)c1ccc(OCCOc2ccccc2C)cc1,0,-23
CC(C)C(NC(=O)c1ccccc1NC(=O)C(C)(C)C)C(=O)N1CCOCC1 (stereo unspecified),-1,-28
COc1ccc(/C=N/NC(N)=S)cc1OC(=O)c1cccc2ccccc12,10,12
COC(=O)[C@@H]1C[C@@H]2CC[C@@H](O)C[C@@H]2N1Cc1ccc(Cl)cc1,27,-19
Nc1c(-c2ccccc2)cnn1C1CCS(=O)(=O)C1 (stereo unspecified),3,-2
CCOCC(=O)Nc1ccc(S(=O)(=O)Nc2nccs2)cc1,2,-15
CC(C)c1ccc(/C=C/C(=O)NC2CCCCC2)cc1,3,-13
CCOC(=O)c1nc2cc3n(c(CC(C)C)c-2c1C)CC(C)=C3C,19,-5
COc1ccc(CNC(=O)CSc2nnc(NC(=O)c3ccccc3F)s2)cc1,25,-8
C[C@@H](CN=[N+]=[N-])CN1CC[C@H](C(C)(C)C)CCC1=O,20,-13
COc1ccc(N=C2SC(CC(=O)Nc3ccccc3OC)C(=O)N2Cc2ccco2)cc1 (stereo unspecified),7,-14
Fc1ccccc1C1c2[nH]c3ccccc3c2CCN1CCCn1cccn1 (stereo unspecified),28,-17
Cc1c(-c2csc(N)n2)c2ccccc2n1C,9,-14
CCCCOc1ccc(C(=O)NNC(=O)c2cnccn2)cc1OC,16,-2
COc1ccc(/C=C2/CCCC(C(=O)C(F)(F)F)=C2O)cc1OC,6,-27
CC(=O)NCCOc1nc(N(C)C)nc(N2CCCCC2)n1,12,-13
N#CCc1ccc(NC(=O)CSc2nnc(C3CC3)n2C2CC2)cc1,7,-22
COc1ccc2cc1Oc1ccc(cc1)C[C@H]1c3c(cc4c(c3Oc3cc5c(cc3OC)CCN(C)[C@@H]5C2)OCO4)CCN1C,13,-34
CCC(C)(C)C(=O)Nc1ccc(C(N)=O)cc1,2,-5
O=C(Nc1ccc(F)cc1F)C1(c2cccs2)CCOCC1,9,-19
Cc1ccc(C2=NOC(C)(c3nnc(-c4ccc(F)cc4)o3)C2)cc1 (stereo unspecified),31,-30
CC(C)C[C@@]12C(=O)N(c3cccc(Br)c3)C(=O)N1[C@H](c1ccc(F)cc1)[C@@H]1C(=O)N(C3CCCCC3)C(=O)[C@@H]12,4,-39
COc1cc(/C=N/Nc2nc(=O)[nH]nc2C)ccc1O,12,-13
COC(=O)c1cc(NC(=O)CN2CCN(C(C)=O)CC2)cc(C(=O)OC)c1,14,5
Cc1c(C(=O)Nc2ccccn2)oc2c(Cl)cccc12,34*,-25
Cc1cc(C)n(CCc2nc(-c3cc4ccccc4o3)cs2)n1,55,55*
Cc1cccc(C(=O)NC2CCN(CC(=O)NCc3ccccc3F)CC2)c1,18,-7
CN1CCc2c(sc(NC(=O)CS(=O)(=O)c3ccc(F)cc3)c2C(N)=O)C1,13,5
COc1ccc(N2CCN(C(=O)C34CCC(C)(C(=O)C3)C4(C)C)CC2)cc1 (stereo unspecified),11,-8
O=C(NCc1nc2ccccc2[nH]1)C1=C[C@H](c2ccccc2)C[C@H](OCCCCO)O1,20,-30
CCOc1ccc(-n2c(SCC(N)=O)nc3c(c2=O)SCC3)cc1,37,-6
CSc1sc(C(=O)O)c2c1C(=O)CCC2,36,-10
COc1ccc(-c2coc3cc(O)cc(O)c3c2=O)cc1OC,12,-18
C=CCN(c1ccccc1)S(=O)(=O)c1cc2c(cc1C)N(C)CCO2,18,-48
CN(CC(=O)Nc1ccccc1C(F)(F)F)C(=O)c1cc([N+](=O)[O-])ccc1N1CCOCC1,43,-16
CCCCOC(=O)c1ccc(OC(=O)c2cccnc2)cc1,33,-16
CC(=O)c1cccc(OCC(=O)N(C)CC(=O)Nc2ccc(F)cc2)c1,4,-15
CN(C)Cc1c(O)ccc2ccccc12,13,7
CCc1noc(C)c1C(=O)N(CC)CC(=O)Nc1ccccc1C(F)(F)F,8,-5
CCC1=NN(C(=O)Cc2ccc(OC)c(OC)c2)C(O)(C(F)(F)F)C1 (stereo unspecified),2,8

# Single entries from the results shown.
# `CC(=O)NCCOc1nc(N(C)C)nc(N2CCCCC2)n1` @ OX1R antag-2: -13
# `CC(C)C(NC(=O)c1ccccc1NC(=O)C(C)(C)C)C(=O)N1CCOCC1` (stereo unspecified) @ OX1R antag-1: -1
# `O=C(O)c1ccc(CS(=O)(=O)c2ccc(Br)cc2)cc1` @ OX1R antag-2: -2
# `COc1ccc(-c2coc3cc(O)cc(O)c3c2=O)cc1OC` @ OX1R antag-1: 12
# `CNc1nc(NC#N)nc(SC)n1` @ OX1R antag-1: 1
# `CCn1cc(C(=O)NCCCN2CC(C)CC(C)C2)c2cc(OC)c(OC)cc2c1=O` (stereo unspecified) @ OX1R antag-2: -31

# Next entries.
SMILES,OX1R antag-1,OX1R antag-2
Cn1c2c(c(=O)c3ccccc31)CCC(C)(C)O2,-3,-5
COc1ccccc1C(=O)NC(CCSC)C(=O)N1CCC(Cc2ccccc2)CC1 (stereo unspecified),9,-24
CC(C)Oc1ccc(OCCCN2CCCCCC2)cc1,-4,-18
Cc1cccc(C(=O)Nc2ccc(O)cc2C(=O)O)c1,2,-22
Cc1nn(C)cc1/C=N\NC(=O)c1csc2c1CCCC2,30,-14
CC1=NN(c2ccc(F)cc2)C(=O)C1C(c1cccc(O)c1)c1c(C)[nH]n(-c2ccc(F)cc2)c1=O (stereo unspecified),11,7
O=C(NCc1ccccn1)c1cc(-c2ccccc2Cl)nc2ccccc12,6,-21
CCOc1ccc(NS(=O)(=O)c2cc(OC)ccc2OC)cc1,7,-8
O=C(/C=C/c1cccs1)N1CCN(c2ccc(O)cc2)CC1,18,-15
CC(NC(=S)NC1CCCCC1)C(c1ccccc1)N1CCOCC1 (stereo unspecified),24,-9
COc1ccc(CN2C(=O)CC(Cc3cc(C)cc(C)c3)C2=O)cc1OC (stereo unspecified),6,-23
COc1cccc(C(=O)Oc2ccc3ccc(=O)oc3c2)c1,10,2
CC(=O)Nc1cc(C(F)(F)F)ccc1OCC1CCCO1 (stereo unspecified),14,-3
Cc1ccnc(NC(=O)c2ccc(NC(=O)c3ccco3)cc2)c1,26,-26
CC1(C)CC(=O)C2=C(C1)N(CC1CCCO1)C(=O)C2(O)C(F)(F)F (stereo unspecified),20,-24
O=c1oc2ccccc2cc1-c1nnc(NCc2ccco2)s1,35,-13
CCOc1ccc(S(=O)(=O)/N=C(/Nc2ccc(OC)cc2)c2ccccc2)cc1,5,-13
CCOC(=O)c1c(C)[nH]c(C(=O)N2CCCC(C(=O)c3cccc(OC)c3)C2)c1C (stereo unspecified),10,-28
O=C(NC1CCCCC1)c1cc2nc3c(c(C(F)(F)F)n2n1)CCCC3,22,-34
Cc1ccccc1C(=O)Nc1cccc(-c2ccc3nncn3n2)c1,7,-17
COc1ccc(CN(CC(=O)NCCc2ccccc2)C(=O)CCC(=O)Nc2ccccn2)cc1,11,-20
O=C(C1CCCN1S(=O)(=O)c1ccc(Cl)cc1)N1CCOCC1 (stereo unspecified),5,-24
COc1ccc(NC(=O)CSc2c3c(nc4ccccc24)CCC3)c(OC)c1,31,-22
CN1C(=O)c2ccc(NC(=O)c3cccc(N4C(=O)CCC4=O)c3)cc2C1=O,37,-24
COc1ccc(CCNC(=O)Cn2nnc(C(=O)Nc3cc(C)ccc3C)c2N)cc1OC,15,-23
CCC(C)NC(=O)CNC(=O)c1nn(-c2ccc(OC)cc2)c(=O)c2ccccc12 (stereo unspecified),9,-15
COc1ccccc1CNC(=O)CN(C)S(=O)(=O)c1ccc2c(c1)n(C)c(=O)c(=O)n2C,2,-12
COc1ccc(S(=O)(=O)N(CC(=O)O)Cc2ccccc2)cc1OC,14,16
CCCCC/C=C/C1=CC(=O)C[C@H](c2ccc(OC)cc2)C1,2,-12
O=C(/C=C/CCc1ccc2c(c1)OCO2)N1CCCCC1,7,-5
CCCCNC(=O)COC(=O)c1cc(C)oc1C,6,-11
CCn1c(SCC(=O)Nc2nc3ccc(OC)cc3s2)nnc1-c1ccoc1C,46,0
COc1c(F)c(F)c(C(=O)Nc2ccc(N3CCN(C(C)=O)CC3)c(Cl)c2)c(F)c1F,20,-7
CCc1ccc2nc(N=C(N)N)nc(C)c2c1,31,-1
